Screening results deposited in PubChem BioAssay by several laboratories.
NPR1 activator = GC-A stimulated cGMP production enhancers – HEK293 GC-A cells, cGMP TR-FRET, EC30 ANP, primary screen; 0% at EC30 ANP, 100% saturating ANP; activation, % at 10 µM; Atrial natriuretic peptide receptor 1 (Homo sapiens), P16066; AID 1671463, 2021; actives 0.14% (n = 370,000); in the data active means activation above about 40%
ADAM10 inh = human ADAM10 inhibitors, primary screen, biochemical, QFRET, HTS | actives 0.62% (n = 370,000) | inhibition, % at 7 µM | AID 720582, 2013 | recombinant ADAM10, EDANS/DABCYL FRET peptide cleavage, 3 h;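 active means inhibition above a per-campaign cutoff equal to the mean of compounds falling between control-based bounds plus 3 SD, cut at about 20% in these data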;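 further: 0% = DMSO wells while the 100% control is not disclosed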
GAA850 FXN act = FXN promoter activators, primary screen, cell-based, luciferase luminescence, HEK293 lucGAA850 | HEK293 lucGAA850 FXN promoter luciferase reporter, 24 h; percent of 10 µM SAHA response | activation, % at 6 µM | actives 0.56% (n = 360,000) | AID 540364, 2011;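 active means activation above the average of all compounds screened plus 3 SD, cutoff fixed separately per campaign, cut at about 7.5% in these data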;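 further: 0% = DMSO wells and 100% = 10 µM SAHA wells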
sPLA2-III inh = human group III sPLA2 inhibitors, primary screen, biochemical, QFRET, BODIPY PC-A2 liposome substrate; Group 3 secretory phospholipase A2 (Homo sapiens), Q9NZ20; QFRET BODIPY PC-A2 liposome hydrolysis, fluorescence; inhibition, % at 12.2 µM; actives 0.56% (n = 370,000);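 active means inhibition above mean plus 3 SD of compounds lying within the high and low control bounds, cut at about 19% in these data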;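 further: 0% = median of test compound wells and 100% = no enzyme DMSO wells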
Target sequence (Q9NZ20 whole entry, looked up): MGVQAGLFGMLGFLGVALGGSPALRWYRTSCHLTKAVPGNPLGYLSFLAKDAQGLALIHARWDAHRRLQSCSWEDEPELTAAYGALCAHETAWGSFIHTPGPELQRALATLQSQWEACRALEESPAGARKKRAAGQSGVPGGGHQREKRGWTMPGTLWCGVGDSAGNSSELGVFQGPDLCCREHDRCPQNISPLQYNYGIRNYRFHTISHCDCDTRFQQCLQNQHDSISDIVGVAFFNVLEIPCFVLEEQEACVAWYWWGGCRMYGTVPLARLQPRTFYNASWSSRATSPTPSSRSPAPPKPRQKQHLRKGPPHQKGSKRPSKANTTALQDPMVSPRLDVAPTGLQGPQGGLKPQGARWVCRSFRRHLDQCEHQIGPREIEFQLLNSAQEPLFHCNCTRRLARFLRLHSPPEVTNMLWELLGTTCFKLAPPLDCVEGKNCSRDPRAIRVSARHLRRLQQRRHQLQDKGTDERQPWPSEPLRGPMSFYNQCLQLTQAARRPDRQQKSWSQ
ASAP1 GAP inh = inhibitors of human ASAP1 ArfGAP activity, primary screen, biochemical, fluorescence polarization; actives 0.19% (n = 360,000); AID 624377, 2012; Arf-GAP with SH3 domain, ANK repeat and PH domain-containing protein 1 (Homo sapiens), …; ASAP1-stimulated ARF1 GTP hydrolysis, GDP FP detection; inhibition, % at 16.5 µM; in the data active means inhibition above about 25%;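 further: 0% = vehicle with enzyme and substrate and 100% = no enzyme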
Target sequence (Q9ULH1 325-724 limits assumed): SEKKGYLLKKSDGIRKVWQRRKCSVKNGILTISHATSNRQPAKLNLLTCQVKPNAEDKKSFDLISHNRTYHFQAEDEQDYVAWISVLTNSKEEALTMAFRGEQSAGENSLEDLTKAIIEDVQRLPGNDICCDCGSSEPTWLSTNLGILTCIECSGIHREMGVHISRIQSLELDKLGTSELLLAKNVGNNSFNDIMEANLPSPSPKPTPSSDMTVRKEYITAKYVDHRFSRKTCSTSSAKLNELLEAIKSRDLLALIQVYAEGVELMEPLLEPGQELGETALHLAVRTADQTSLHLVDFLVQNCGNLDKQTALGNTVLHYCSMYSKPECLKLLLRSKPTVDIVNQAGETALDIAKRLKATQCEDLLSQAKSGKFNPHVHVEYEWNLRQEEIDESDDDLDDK
proKLK7 act = proKLK7 zymogen activators, primary screen, biochemical, fluorescence intensity. activation, % at 7 µM. AID 652039, 2013. Kallikrein-7 (Homo sapiens), P49862. actives 0.9% (n = 370,000). purified proKLK7, EDANS-DABCYL substrate fluorescence; 100% is mature enzyme control, 0% vehicle;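 active means activation above the mean of all tested compounds plus 3 SD, computed per campaign excluding outliers beyond control limits, cut at about 13% in these data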
rCAG RNA binder = binders of r(CAG) RNA repeats, primary screen, biochemical, fluorescence. r(CAG) RNA repeat, TO-PRO-1 dye displacement fluorescence. inhibition, % at 3 µM. actives 1.3% (n = 370,000). AID 651821, 2012;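 active means inhibition above the plate cutoff, the mean of all test compounds on that plate plus 3 SD, cut at about 35% in these data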;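 further: 0% = DMSO alone and 100% = 100 µM mitoxantrone as full dye displacement; higher means more dye released from RNA so lower well fluorescence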
ARFGAP1 inhibitor = inhibitors of rat ARFGAP1 GAP activity, primary screen, biochemical, fluorescence polarization, GDP tracer; ADP-ribosylation factor GTPase-activating protein 1 (Rattus norvegicus), Q62848; Arfgap1-stimulated ARF1 GTP hydrolysis, GDP FP detection; inhibition, % at 16.5 µM; actives 0.26% (n = 360,000); AID 651572, 2012;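 active means inhibition above a per-plate limit, mean inhibition of low control wells plus 3 SD, cut at about 25% in these data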;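 further: 0% = DMSO wells with enzyme and 100% = wells lacking Arfgap1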
Target sequence (Q62848 1-136 limits assumed): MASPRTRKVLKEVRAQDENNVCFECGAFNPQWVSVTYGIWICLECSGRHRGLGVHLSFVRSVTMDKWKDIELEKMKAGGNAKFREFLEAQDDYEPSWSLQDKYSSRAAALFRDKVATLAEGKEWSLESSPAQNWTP
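System: truncated rat Arfgap1 GAP domain / Medium: HEPES-based buffer, pH 7.5 / Also added: N-terminally truncated human ARF1-GTP substrate / Incubation: enzyme reaction 120 min at 25 °C after 20 min preincubation / Measured by: FP of antibody-bound GDP Alexa 633 tracer, ex 620/em 688 nm / Replicates: singlicate, each compound tested once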
NPR2 activator = human GC-B receptor activators, primary screen, HEK293 GC-B cells, cGMP TR-FRET, EC30 CNP; actives 0.11% (n = 370,000); 0% at EC30 CNP, 100% saturating CNP; activation, % at 10 µM; Atrial natriuretic peptide receptor 2 (Homo sapiens), P20594;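 active means activation at 10 µM reaching about 35% in either raw or pattern-adjusted values, limit read from the data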
Tn6 DDE FP = inhibitors of Tn6 peptide binding to fibrin DD(E), primary screen, biochemical, fluorescence polarization, human fibrin, Tn6 probe. Fibrinogen beta chain (Homo sapiens), P02675. Fibrin DD(E) TRITC-Tn6 fluorescence polarization displacement. inhibition, % at 8.3 µM. actives 0.21% (n = 370,000);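 active means inhibition above a per-campaign cutoff: mean of compounds within control limits plus 3 SD, cut at about 15% in these data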;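 further: 0% = median of all compound wells on the plate and 100% = blocking peptide control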
* hit, by the source's call; i = inactive; nt = not tested or not shown.

SMILES	NPR1 activator	ADAM10 inh	GAA850 FXN act	sPLA2-III inh	ASAP1 GAP inh	proKLK7 act	rCAG RNA binder	ARFGAP1 inhibitor	NPR2 activator	Tn6 DDE FP
COC(=O)Cc1csc(NC(=O)CSc2nnc3ccccn23)n1	-2.2	-0.6	0.6	-3.0	10.0	0.3	2.0	0.3	-3.1	-3.3
CNC(=O)COC(=O)/C=C/c1cn(-c2ccccc2)nc1-c1ccc(C)o1	-1.9	-64.2	1.1	-19.1	6.4	-5.6	4.1	1.0	-3.3	-9.9
N#Cc1nc(-c2cccc(Cl)c2)oc1NCc1cccnc1	17.0	i	5.7	-8.6	18.7	11.0	1.3	-6.4	-0.7	-3.3
Cn1nnnc1SCC(=O)Nc1nn(-c2ccccc2)nc1C(N)=O	-0.7	-13.7	0.9	2.9	-5.0	-0.6	0.9	-12.0	1.8	1.4
CCOC(=O)Cn1nc(C)c(NC(=O)c2cccc([N+](=O)[O-])c2)c1C	-2.4	-2.9	-0.2	14.0	-8.9	0.3	-1.6	13.4	9.6	-7.3
COc1ccccc1C(=O)N1CCN(c2nc3cc(C)c(C)cc3cc2C#N)CC1	-0.1	-271.1	0.4	-18.3	1.0	-10.1	-9.5	-15.7	3.9	-1.2
O=C(Nc1ccccc1N1CCCCC1)c1cccc(Cl)c1	4.3	-0.5	0.7	-1.9	-10.2	-0.5	-1.8	-2.1	4.9	0.0
CCN1C=C(C(=O)OC)C(c2cccc(OC)c2OC)C(C(=O)OC)=C1	0.3	i	-2.3	3.3	8.1	45.2*	-3.2	-3.6	-1.1	17.1*
CCCN(CC(=O)Nc1ccccc1C)C(=O)c1ccc(N2CCOCC2)c([N+](=O)[O-])c1	0.7	0.7	0.3	11.0	-10.6	0.0	-4.5	-9.7	-0.1	-1.3
O=C(CCCc1nc(-c2ccccc2)no1)NC1CCCCC1	3.8	-3.6	-0.2	8.0	-3.1	0.2	-1.9	7.9	-1.7	0.5
COC(=O)c1ccc(C2/C(=C(/O)c3ccc(OC(C)C)cc3)C(=O)C(=O)N2c2cc(C)on2)cc1 (stereo not given)	4.1	5.1	-0.2	5.7	6.5	0.2	11.7	9.3	0.1	3.8
COc1ccccc1NC(=O)Cn1cnc2c1c(=O)n(C)c(=O)n2C	2.7	4.0	0.0	5.7	1.5	0.1	0.9	-11.5	3.2	3.6
COc1ccc(-c2c(C)nn3c(N4CCC5(CC4)OCCO5)cc(C)nc23)cc1OC	5.1	-2.7	-2.0	-1.7	16.1	-1.8	-2.6	-4.5	0.0	2.9
O=c1cc(-c2ccccc2)oc2ccc(O)cc12	-17.3	-4.6	9.2*	-14.1	-0.7	0.7	3.8	-0.7	-8.4	-0.8
COc1cccc(-c2cc3nc(-c4ccco4)cc(N4CCN(C(C)=O)CC4)n3n2)c1	-0.8	i	nt	-1.6	nt	nt	nt	nt	-3.6	-13.2
Cc1cc(NC(=O)CCC(=O)N(CC(=O)NC2CCCC2)Cc2ccccc2Cl)no1	-2.8	6.4	-1.8	6.7	-0.6	0.0	-1.7	0.5	-0.9	7.5
CS(=O)(=O)N[C@@H]1C[C@@H]2O[C@@H](CO)CC[C@@H]2O[C@@H]1CCc1ccc(/C=C/c2ccccc2)cc1	5.9	-15.7	nt	-26.6	nt	-1.4	8.5	nt	5.3	-2.2
CC(C)c1cccc(-c2csc(C(O)c3ccc(F)cc3)n2)c1 (stereo not given)	-2.2	5.5	1.4	-4.3	-2.4	-0.1	2.3	0.9	2.7	3.7
Cc1ccc(C)c(NC(=S)N/N=C/C(C)c2ccccc2)c1 (stereo not given)	1.8	-6.9	0.5	21.5*	-8.0	-0.1	-1.5	15.1	0.3	-5.0
CCOC(=O)N1CCC(NC(=O)c2ccc3snnc3c2)CC1	1.7	-6.8	-0.6	0.3	-2.7	0.1	1.0	-8.4	-0.5	-0.8
O=C(N1CCN(c2ccccc2)CC1)C(F)(F)C(F)(F)F	3.7	9.8	-0.5	8.5	1.0	-0.2	-0.8	-3.6	1.2	-3.3
COc1ccc(OC)c(S(=O)(=O)N2CCCCC2C(=O)N2CCN(c3ccc(F)cc3)CC2)c1 (stereo not given)	-2.2	0.6	nt	-4.5	nt	0.2	6.0	nt	-2.3	1.8
Cc1cc(Cl)ccc1OCC(=O)N(Cc1ccco1)C1CCS(=O)(=O)C1 (stereo not given)	0.9	3.8	0.9	-3.6	9.5	-0.1	-3.3	-2.2	-8.2	-11.7
C=CCn1c(SCC(=O)Nc2ccc(C(=O)O)cc2)nc2sc(C)c(C)c2c1=O	-2.7	-8.2	1.3	-3.1	4.7	0.0	16.8	1.4	-4.3	0.8
CCN=C1S/C(=C\c2cn(CC(=O)NCc3ccco3)c3ccccc23)C(=O)N1CC	2.2	-3.2	1.2	-3.7	-3.3	2.2	8.3	16.3	-2.8	-2.4
Cc1nc2cc3nc(C(F)(F)F)[nH]c3cc2[nH]1	1.4	-7.2	2.0	-0.6	9.4	0.6	1.1	4.6	3.7	-0.9
COc1ccc(C2CC(c3ccccc3)=NN2C(=O)COC(=O)CNC(=O)c2ccccc2)cc1 (stereo not given)	12.4	-30.3	1.6	-0.6	-12.6	-0.3	-0.8	7.2	11.3	8.9
COC(=O)C1=C(C)N(Cc2cccc(C(F)(F)F)c2)C(=NCc2ccc3c(c2)OCO3)NC1c1cccc(Cl)c1 (stereo not given)	-16.4	-3.2	nt	4.1	1.5	-0.2	5.9	2.1	-10.1	7.2
COc1ccc(-n2c(SCC(N)=O)nnc2-c2ccccc2F)cc1	-5.1	-4.0	-1.2	8.6	16.2	-0.5	-3.3	2.5	-5.9	-3.2
c1ccc2c(c1)CNc1ccccc1-2	-0.5	-6.0	0.0	4.2	9.7	-0.6	-1.6	-8.0	-0.7	-1.4
C=CCc1cccc(/C=N/n2c(C)nnc2C)c1O	0.8	-5.7	0.5	-0.9	-2.0	-0.9	-2.5	-4.3	0.2	-0.3
O=C1CCC(=O)N1c1nc2n(n1)C(c1ccccc1)C=C(c1ccc(Br)cc1)N2 (stereo not given)	3.3	-36.8	0.0	-0.3	4.9	30.2*	1.1	-11.7	-1.6	4.3
CC1CCCC(C)N1/N=C/c1ccccc1F (stereo not given)	2.2	-0.8	0.9	13.4	5.7	-0.3	-0.3	0.1	0.7	-1.4
COc1ccc(OC)c(C=NNC(=O)c2ccc(NS(=O)(=O)c3cccs3)cc2)c1	-0.4	-355.7	3.4	-6.4	-3.0	5.1	20.9	14.3	-0.6	-4.0
O=C(COc1ccc(C(=O)Nc2ccc(Cl)cc2)cc1)NCc1ccccc1	-1.8	5.9	3.1	-2.6	-2.9	-0.4	0.7	10.6	-0.2	2.7
CN(C)c1cccc(Oc2nc3c(c(=O)n(C)c(=O)n3C)n2C)c1	-1.0	-0.3	0.4	9.1	-6.5	-0.5	-2.2	-6.0	-3.4	7.3
COCCNC(=S)N1CCC(C(=O)c2ccc(F)cc2)CC1	-1.8	2.4	0.5	1.1	-8.7	0.4	-1.8	-4.6	-1.5	-0.3
S=c1[nH]nc(-c2ccccc2Br)n1Cc1ccccc1	-0.9	-5.1	2.2	26.2*	-4.5	-0.7	-1.2	2.0	-1.0	4.2
CN(C)S(=O)(=O)c1ccc(C(=O)OCC(=O)Nc2sc3c(c2C#N)CCCCC3)cc1	1.0	-3.4	2.7	3.0	-12.6	0.0	7.8	-0.2	-1.3	7.6
CC(C)NS(=O)(=O)c1ccc(OCC(N)=O)c(Cl)c1	-1.2	3.3	-0.1	-4.8	-7.8	0.4	1.4	-4.8	8.4	4.0
O=C(NCc1ccco1)c1ccc(CS(=O)Cc2ccc(Cl)cc2)o1 (stereo not given)	0.4	-4.3	-1.0	4.8	4.0	0.4	-3.1	9.0	-0.4	0.1
COC(=O)c1ccccc1Nc1ccnc(Cl)n1	1.7	-2.3	-0.4	0.6	-6.4	1.2	-2.1	12.5	1.9	-4.0
CCOc1ccc(NC(=O)CN(C)C(=O)c2ccccc2OCc2c(C)noc2C)cc1OCC	-0.5	-9.2	0.8	6.5	0.5	0.2	-6.3	-4.6	7.0	4.3
CC#CCCc1nc2ccccc2c(=O)n1N	0.5	-10.7	6.9	8.3	-4.8	0.3	-1.9	-5.4	0.3	-5.4
C/C=C/n1ccnc1CC(O)(c1ccccc1)c1ccc(C)cc1 (stereo not given)	-21.8	6.3	1.8	-2.1	-1.1	0.0	-10.8	-2.1	-16.4	11.3
COc1ccc(C(=O)COC(=O)CCN2C(=O)C3CC=CCC3C2=O)c(OC)c1 (stereo not given)	-1.1	-9.9	-1.4	12.0	7.5	0.2	2.2	3.5	2.7	-6.3
O=C(O)c1ccc(NC2=C(n3nnc4ccccc43)C(=O)c3ccccc3C2=O)cc1	-1.9	3.1	0.1	2.3	8.6	0.0	0.8	13.5	2.4	3.2
CSc1nc2ncc3c(n2n1)CC1c2ccccc2CCN1C3=O (stereo not given)	5.3	i	-3.4	-4.4	10.0	2.3	-0.1	-2.2	-6.2	3.1
COc1ccc(C(=O)NC2CCN(C(=S)Nc3cc(C)ccc3C)CC2)cc1	0.5	-2.2	2.3	9.8	-11.7	-0.1	-3.2	-4.7	-3.9	4.3
COc1ccc(Cl)cc1C(=O)NNC(=O)CCNC(=O)c1ccccc1	-2.8	3.5	-1.6	-4.6	1.3	0.0	0.9	10.7	-6.4	-0.6
CCOC(=O)c1[nH]c2cc3c(cc2c1NC(=O)CN1CCC(C)CC1)OCO3	-1.0	-408.5	-0.8	-2.6	4.9	-5.0	1.9	9.2	-0.6	-7.7

Just rCAG RNA binder (3 entries from above):
compound,rCAG RNA binder
CSc1nc2ncc3c(n2n1)CC1c2ccccc2CCN1C3=O (stereo not given),-0.1
COc1ccc(C(=O)NC2CCN(C(=S)Nc3cc(C)ccc3C)CC2)cc1,-3.2
COc1ccc(Cl)cc1C(=O)NNC(=O)CCNC(=O)c1ccccc1,0.9
